Assay outcomes as filed in PubChem.
NCI-60 one-dose screen, 48 h, at 10 µM unless noted. Numbers give growth in % (100 = growth as untreated, 0 = no growth, -100 = all killed).
U251 = U251 CNS tumor cells; 5.4% of 80,000 active; AID 1794753
SF-295 = SF-295 CNS cancer cells. 5.6% of 79,000 active. AID 1794758
SF-268 = SF-268 CNS cancer cells; 3.1% of 82,000 active
DU-145 = DU-145 prostate cancer | 4.2% of 81,000 active | AID 1794760
SNB-19 = SNB-19 CNS cancer cells; AID 1794751; 2.5% of 81,000 active
PC-3 = PC-3 prostate cancer cells | 3.9% of 80,000 active
SF-539 = SF-539 CNS cancer; 6.8% of 81,000 active
OVCAR-8 = OVCAR-8 ovarian cancer; 4.4% of 81,000 active; AID 1794782
* marks the source's active call; other numbers are inactive results; x = no result given; & = joins results of further samples; ! = a repeat was not active; [ ] = remark or other dose. The calls were made as follows: active = growth percent below 10; inactive = the rest.

SMILES	U251	SF-295	SF-268	DU-145	SNB-19	PC-3	SF-539	OVCAR-8
NC(=O)SCC(=O)Nc1ccc(O)cc1	93.8	98.6	113.2	106.3	84.1	92.9	90.3	94.8
Clc1ccc(-c2nc3ccccc3s2)cc1Cl	86.9	108.2	99.2	112.1	93.6	89.0	103.5	98.9
CCC(Sc1ccccc1[N+](=O)[O-])[N+](=O)[O-] (stereo unspecified)	99.8	106.4	95.6	x	106.8	97.0	106.2	107.0
Cc1ccc(-c2cnc3sc(C(=O)NNC(=O)c4ccc(Br)cc4)c(C)n23)cc1	97.5	96.5	94.6	104.1	99.1	93.2	93.1	101.6
N#Cc1cc(NC(=O)Nc2nnc(-c3ccncc3)s2)ccc1-c1cn[nH]c1	96.5	92.5	99.7	96.2	98.0	96.9	92.9	103.7
CC(=O)c1cc(C(C)=O)cc(C(C)=O)c1	93.9	101.8	111.4	108.5	115.4	97.6	96.5	96.2
Nc1nc(N)c2[nH]c(=O)[nH]c2n1	88.1	95.2	102.6	107.8	107.9	67.9	100.7	98.0
CCCC(C(C)=O)C(C)=O	93.8	104.7	108.8	116.7	105.3	93.5	98.5	102.5
CC(C)(C)n1cc(-c2ccnc(NCCCNS(=O)(=O)c3ccc(Br)cc3)c2)c(-c2cccc(O)c2)n1	29.5	12.0	31.1	43.0	48.7	16.9	15.7	41.1
O=S(=O)(O)c1cc(S(=O)(=O)O)c2cc(O)ccc2c1	100.9	118.6	102.6	115.9	101.4	92.2	100.1	107.4
O=C(/C=C/c1ccc([N+](=O)[O-])cc1)c1ccc2c3c(cccc13)CC2	13.7	-17.9*	80.9	38.7	82.6	52.9	33.1	28.7
COc1ccc2c(c1)=C(c1sc(Nc3nnc(-c4ccc(O)cc4)s3)nc1O)C(=O)N=2	105.0	106.8	96.0	103.5	106.1	91.0	101.3	102.7
Cc1cc(C)cc(OC(=O)c2ccccc2)c1	110.5	97.3	105.4	112.3	98.4	96.9	100.1	101.8
CS(=O)(=O)Nc1ccc(C(=O)N/N=C/c2ccccc2O)cc1	44.5	65.5	52.5	66.7	67.8	61.9	59.6	68.1
CC(C)S(=O)(=O)c1oc(-c2cccs2)nc1S(=O)(=O)c1ccccc1	99.0	94.8	100.7	108.0	98.6	103.8	95.6	105.5

Single entries from the list:
Reading for Nc1nc(N)c2[nH]c(=O)[nH]c2n1 under OVCAR-8: 98.0
Reading for Cc1ccc(-c2cnc3sc(C(=O)NNC(=O)c4ccc(Br)cc4)c(C)n23)cc1 under SF-268: 94.6
Reading for O=S(=O)(O)c1cc(S(=O)(=O)O)c2cc(O)ccc2c1 under SF-295: 118.6
Reading for CC(C)(C)n1cc(-c2ccnc(NCCCNS(=O)(=O)c3ccc(Br)cc3)c2)c(-c2cccc(O)c2)n1 under SF-295: 12.0
Reading for COc1ccc2c(c1)=C(c1sc(Nc3nnc(-c4ccc(O)cc4)s3)nc1O)C(=O)N=2 under SF-539: 101.3
Reading for N#Cc1cc(NC(=O)Nc2nnc(-c3ccncc3)s2)ccc1-c1cn[nH]c1 under U251: 96.5

Back to the main list, repeating the three entries before the break.
SMILES	U251	SF-295	SF-268	DU-145	SNB-19	PC-3	SF-539	OVCAR-8
Cc1cc(C)cc(OC(=O)c2ccccc2)c1	110.5	97.3	105.4	112.3	98.4	96.9	100.1	101.8
CS(=O)(=O)Nc1ccc(C(=O)N/N=C/c2ccccc2O)cc1	44.5	65.5	52.5	66.7	67.8	61.9	59.6	68.1
CC(C)S(=O)(=O)c1oc(-c2cccs2)nc1S(=O)(=O)c1ccccc1	99.0	94.8	100.7	108.0	98.6	103.8	95.6	105.5
CCCCCCCCCCCCCC(=S)NCCCC[C@H](NC(=O)OCc1ccccc1)C(=O)Nc1ccccc1	28.7	x	43.3	52.4	45.8	25.7	75.3	40.3
CC(=O)N(CCCCCCN(C(C)=O)C(C)=O)C(C)=O	106.6[100 µM]	110.0[100 µM]	104.0[100 µM]	106.2[100 µM]	99.2[100 µM]	103.7[100 µM]	98.3[100 µM]	106.8[100 µM]
Cc1ccc2oc(=O)cc(-c3nc4ccc([N+](=O)[O-])cc4[nH]3)c2c1	41.9	49.3	62.1	76.4	61.4	48.9	54.0	55.6
O=S(=O)(c1ccc(F)cc1)c1nc(-c2ccccc2)oc1SCc1ccc(F)cc1	81.6	70.8	83.9	94.5	91.6	54.2	94.6	87.0
CC(C)C[C@@H](NC(=O)[C@@H](CCCCN)NC(=O)CCCCCN)C(=O)N[C@H](C)C(=O)N[C@H](CCCCN)C(=O)N[C@H](CC(C)C)C(=O)N[C@H](C)C(=O)N[C@H](CCCCN)C(=O)N[C@H](CCCCN)C(=O)N[C@H](CC(C)C)C(=O)N[C@H](C)C(=O)N[C@H](CCCCN)C(=O)N[C@H](CC(C)C)C(=O)N[C@H](C)C(=O)N[C@H](CCCCN)C(=O)N[C@H](C)C(=O)N[C@H](CCCCN)C(N)=O	94.6	102.5	94.7	108.5	105.8	94.7	98.0	100.8
O=C1CSC(c2ccc(Cl)cc2)N1Cc1ccc2c(c1)OCO2 (stereo unspecified)	102.9	91.7	112.5	121.6	98.0	89.9	109.4	107.0
Cn1c(=S)sc2nc3ccccc3n2c1=S	90.4	99.2	97.2	105.9	93.6	91.4	94.0	89.9
CCN(CC)CCCC(CNc1ccnc2cc(Cl)ccc12)c1ccc(Cl)cc1 (stereo unspecified)	-57.4*	-71.8*	-34.3*	29.6&34.5	2.3*!	19.3&34.2	-92.2*	8.6*
C[C@@H]1CN(c2nnc(-c3ccccn3)n2C)C[C@H](C)O1	104.1	97.1	99.5	110.6	96.3	103.2	94.0	101.6
CCOC=Nc1c(C(=O)Nc2ccc(OC)cc2)oc2ncccc12	109.7	98.1	102.3	104.3	105.5	91.8	103.8	102.1
CC(C)C/C(=N\NC(=O)c1ccncc1)c1cc(Cl)ccc1O	25.1	19.2	24.9	23.5	31.3	22.4	12.0	11.7
COC(=O)c1c(C(=O)OC)c2ccc3c4ccccc4ccc3n2c1C(=O)CBr	70.4	103.9	111.1	109.6	85.5	84.2	98.2	80.8
CC(C)[C@H](NC(=O)OCc1ccccc1)C(O)C1CC1C(=O)C1CO1 (stereo partly specified)	93.6	98.1	95.5	101.8	103.6	99.9	100.8	101.5
Cc1cccc(NC(=O)Nc2ccc(Oc3ncnc4[nH]c(C)c(C)c34)cc2)c1	95.2	94.1	85.8	70.6	92.6	99.7	66.1	74.3
N=C(N)SC1c2cc(Cl)ccc2-c2c(Cl)cc(Cl)cc21 (stereo unspecified)	96.3	89.1	109.5	113.4	109.3	84.0	101.4	98.7
CCOC(=O)N1CCN(CCOc2ccc(CC(C)C)cc2)CC1	90.5	90.6	101.7	104.9	98.2	74.3	101.3	103.0
COc1ccc(C(=O)c2c(N)c(C#N)cn2Cc2ccc(Cl)cc2Cl)cc1	85.5	95.3	77.5	90.7	97.4	80.8	87.7	91.4
COc1cc(/C=C/C(=O)c2ccc(Cl)cc2)ccc1Oc1nc(NCCO)nc(N2CCOCC2)n1	94.0	100.8	97.6	107.0	99.3	95.3	95.9	104.2
O=[N+]([O-])c1ccc(N2CCCC2)c([N+](=O)[O-])c1	89.3	110.8	103.3	109.7	96.4	100.2	97.6	102.9
CC(=O)OC1CCC(C2CCCCC2)CC1 (stereo unspecified)	102.3	93.3	102.1	112.2	101.4	82.4	103.8	95.8
Oc1cc(-c2nc3ccccc3o2)c(O)cc1-c1nc2ccccc2o1	99.6	114.6	113.2	115.6	99.8	93.4	100.7	93.3
O=C(O)C1C2C=CC(C2)C1C(=O)O (stereo unspecified)	98.8&19.7&104.7	9.8*!	104.7&38.7&114.6	117.3&33.0&112.5	112.9&51.6&99.2	98.1&17.4&93.6	99.6&27.8&112.6	102.7&27.9&103.3
C=C1c2c(Cl)ccc(O)c2C(O)=C2C(=O)[C@]3(O)C(O)=C(C(N)=O)C(=O)[C@@H](N(C)C)[C@@H]3[C@@H](O)[C@H]12	4.4*	-4.1*	11.8	21.9	20.9	-8.5*	5.1*	9.8*
CC(C)OC(=O)N1CCN(C(=O)OC(C)C)CC1	100.9	96.8	98.7	109.5	98.5	99.8	98.0	102.6
COc1cc(C2C(C#N)=C(N)OC3=C2C(=O)c2ccccc2C3=O)cc(OC)c1O (stereo unspecified)	19.9	29.3	42.2	17.8	37.3	18.9	0.1*	33.7
C[C@@H]1CC[C@]2(C)[C@H](CC[C@@H]3O[C@@]32C)[C@@]1(C)CCc1ccoc1	87.3	99.7	100.3	110.3	99.2	91.4	x	93.0
C[C@H]1C[C@H]2[C@@H]3CC[C@](O)(C(=O)CO)[C@@]3(C)C[C@H](O)[C@]2(F)[C@@]2(C)C=CC(=O)C=C12	96.0	109.5	88.3	96.0	102.8	81.3	86.8	96.7
CCN1C(=S)N(CC)C2C1NC(=O)N2/N=C/C=C/c1ccccc1 (stereo unspecified)	89.6	100.8	93.0	102.0	90.4	94.2	90.1	97.6
N#Cc1c(-c2cccs2)cc(-c2cnccn2)nc1OCC(=O)c1ccccc1	101.5	91.8	106.0	97.9	103.1	88.1	92.9	101.1
CC1=NC(=S)NC(c2ccccc2)/C1=C1/CC(c2ccccc2O)ON1 (stereo unspecified)	98.5	96.4	98.1	105.2	95.6	83.2	94.4	94.4
CCCCCc1cc(Cl)c(O)c(CCCCC)c1	91.7	99.9	104.4	116.7	107.8	66.3	102.1	100.0
CCCCc1nc(Cl)c(C2CC(c3cc(OC)c(OC)c(OC)c3)=NN2C(C)=O)[nH]1 (stereo unspecified)	91.2	87.9	92.3	110.4	94.7	88.1	96.1	98.6
CC(C)(C)OC(=O)NCCc1ccc(N)cc1	103.0	99.2	96.3	102.9	103.5	89.5	107.4	103.7
COc1cccc(Cn2cc(C(=O)Nc3cccnc3Nc3ccccc3)nn2)c1	98.7	93.6	92.2	106.4	99.4	95.6	95.6	105.5
Nc1ccc(-c2cc(-c3cc4c([nH]c5ccccc54)c(-c4ccc(F)cc4)n3)cc(-c3ccccn3)n2)cc1	91.8	113.2	113.5	97.9	99.4	72.0	92.5	101.5
NS(=O)(=O)c1ccc(CCn2c(SCC(=O)N/N=C/c3cccnc3)nc3ccccc3c2=O)cc1	87.7	85.7	89.7	98.9	100.1	83.8	104.3	75.1
Cn1c(O)c(C=Nc2ccccc2C(=O)O)c(=O)n(C)c1=O	100.0	91.4	113.6	132.3	x	97.2	96.3	106.4
CCOC(=O)c1nn(-c2ccccc2)c(=O)c2c(N)c(C#N)c(-c3ccco3)cc12	98.6	94.9	98.2	108.1	86.7	91.0	86.9	87.9
C[N+](C)(C)CCCSC1=NCCN1	93.8	96.0	95.3	106.8	100.1	83.0	98.1	102.4
CS(=O)(=O)Oc1ccccn1	x	93.7	114.9	129.0	102.4	100.7	95.2	95.2
CCCCCC1=NCCN1CCO	108.5	107.3	99.7	106.1	108.0	94.2	104.5	106.3
CCN(CC)c1ccc(C=O)c(OCc2cn(CC(=O)Nc3ccc(F)cc3F)nn2)c1	100.3	109.0	108.6	110.1	106.7	113.0	103.1	102.2
CC(C)OC(=O)[C@H](C)N[P@@](=O)(OC[C@@]1(C)O[C@@H](n2cc(F)c(N)nc2=O)C[C@@H]1O[P@](=O)(N[C@@H](C)C(=O)OC(C)C)Oc1ccccc1)Oc1ccccc1	93.2	102.9	54.0	103.0	73.8	71.4	63.3	79.4
COc1ccc(-c2cc(-c3cccnc3)nc3n[nH]c(N)c23)cc1OC	86.0	94.8	87.9	92.5	96.5	79.0	81.3	88.6
OCCOCCN(Cc1ccccn1)Cc1cc(I)cc(I)c1O	83.5	59.3	81.4	87.8	94.7	75.5	90.8	85.7
C=CCn1c(SCC(=O)Nc2ccc(C(=O)/C=C/c3ccc(OC)cc3)cc2)nnc1-c1c[nH]c2ccccc12	104.2	100.4	99.3	109.3	96.3	91.0	103.5	98.6
COCC1OC(OC)C(OC)C(OC)C1OC (stereo unspecified)	92.3	102.3	x	106.7	102.0	77.5	93.7	91.6
O=C(C[N+](=O)[O-])c1ccccc1	95.9	101.5	104.1	116.5	101.1	91.9	94.9	102.0
CCC1CN(CC(O)c2ccc(Br)cc2)CCO1 (stereo unspecified)	104.7	99.3	113.3	110.9	116.6	95.2	101.7	104.4
COC(=O)C12C3C(=O)N(c4ccc(OC)cc4)C(=O)C3C(c3cn(-c4ccccc4)nc3-c3ccccc3)N1[C@H](c1cn(-c3ccccc3)nc1-c1ccccc1)[C@@H]1C(=O)N(c3ccc(OC)cc3)C(=O)[C@@H]12 (stereo partly specified)	95.0	104.2	101.6	103.7	102.9	94.2	x	99.8
CNCCc1ccccn1	108.8&100.3	97.5&98.3	100.0&115.7	101.3&118.7	105.1&104.1	96.5&103.6	95.4&110.6	113.7&110.7
CC(CN(C)C)OC(=O)Nc1ccc(Cl)cc1 (stereo unspecified)	94.7	99.7	100.5	103.2	97.1	72.6	107.9	97.0
Cc1cc2nc(C(Cl)Cl)nc(-c3ccccc3)n2n1	36.0	55.7	77.8	-7.0*	62.7	65.1	76.7	49.6
O=C(CSc1nc2ccccc2c(=O)n1-c1ccc(Cl)cc1)Nc1ccc(-c2nc3ccccc3[nH]2)cc1	-61.4*	-7.3*	-33.3*	-8.1*	18.3	-54.2*	-29.4*	-17.8*
Cc1cc(C2=NN(C(=O)c3ccccc3)C(c3ccc[nH]3)C2)ccc1-n1ccc(C(F)(F)F)n1 (stereo unspecified)	91.8	99.0	101.0	104.1	94.9	98.3	101.9	102.1
N/C(=N\S(=O)(=O)c1cccc2cccnc12)Nc1nc2ccccc2s1	84.4	88.3	93.9	88.8	88.3	81.3	80.8	81.6

This is a random part of the collection, and some 9.2% of all compounds hit somewhere here.
